Screens: PubChem, National Center for Advancing Translational Sciences (NCATS)
D1 antag: antagonists of human D1 dopamine receptor; P21728; 3.2% of 360,000 active; HEK293 TREx D1 cells, calcium flux, dopamine EC80; active compounds read low; activity change, negative = inhibition, % at 10 µM; AID 504652; in the data active = activity change below about -30%; also: % is scaled to controls: 0 for no effect and ±100 for the full control effect
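Tetracycline-induced HEK293 Trex D1 cells, force-coupled to calcium, dye-loaded; compounds added and read 180 s, then EC80 dopamine added and calcium flux tracked kinetically another 180 s.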
D1 ag: human D1 receptor agonism | HEK293 T-REx D1 cells, calcium flux, agonist mode | activation, % at 2 µM | 1% of 360,000 active | AID 504660; also: 0% is about no effect
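Tetracycline-induced HEK293 TREx D1 cells, force-coupled to calcium signalling, were dye-loaded with a no-wash calcium kit. Compound was pin-added after a 10 s baseline. Fluorescence was read kinetically at 1 cycle/s for 180 s, with calcium rises flagged as agonism.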
TRHR ag: activates the human TRH receptor | P34981 | TRHR cells, calcium flux fluo-8, FDSS agonist mode | activation, % at 2 µM | 0.18% of 360,000 active; also: 0% is about no effect
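In this calcium-flux screen, cells bearing human TRHR are dye-loaded with fluo-8, baselined for 10 cycles, then exposed to library compounds; positive kinetic calcium responses during the agonist phase mark hits, with TRH as control.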
TRHR PAM: allosterically enhances the human TRH receptor | P34981 | TRHR cells, fluo-8 calcium fluorescence, EC20 TRH enhancement | enhancement, % at 2 µM | 0.66% of 360,000 active; in the data active = enhancement above about 30%; also: 0% is about no effect
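TRHR-expressing cells loaded with fluo-8 calcium dye were read kinetically (ex 480/em 530) during compound addition, then stimulated with an EC20 of TRH (10 nM final). Enhancement of the Gq-mediated intracellular calcium response was scored.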
D2 potentiator: positive allosteric modulators of human D2 dopamine receptor; P14416; HEK293 T-REx D2, calcium flux, EC20 dopamine potentiation; potentiation, % at 10 µM; 0.34% of 340,000 active; AID 485347;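 active = potentiation over 3 SD above the plate norm, cut at about 30% in these data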; also: 0% is about no effect
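Potentiation of an EC20 dopamine calcium response is measured in a force-coupled, tetracycline-inducible Hek293 Trex D2 line. Compound-only kinetic reads over 180 s flag agonists before dopamine addition.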
D1 PAM: enhances dopamine response at the human D1 receptor; P21728; HEK293 TREx D1 cells, calcium flux, dopamine EC20 potentiation; potentiation, % at 10 µM; 0.036% of 360,000 active; in the data active = potentiation above about 30%; also: 0% is about no effect
D2 agonist: agonists of human D2 dopamine receptor; P14416; HEK293 T-REx D2 cells, calcium flux agonist mode; activation, % at 2 µM; 0.53% of 340,000 active; AID 485358;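 active = activation over 3 SD above normal in the single-dose calcium agonist read, cut at about 30% in these data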; also: 0% is about no effect
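Calcium-flux readout, 1 cycle/sec over 180 s following compound pin transfer, in inducible HEK293 Trex D2 cells (force-coupled); dopamine controls included. Positive calcium responses during this window marked compounds as potential agonists.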
D2 antag: D2 dopamine receptor (human) antagonism; HEK293 TREx D2 cells, calcium flux, dopamine EC80; P14416; inhibition, % at 10 µM; 2% of 340,000 active; AID 485344; in the data active = inhibition above about 30%; also: 0% is about no effect
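In this primary screen, negative modulation is detected by tracking calcium flux after an EC80 dopamine challenge in inducible HEK293 T-REx D2 cells preexposed to test compound for 180 s.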
RXFP1 antagonist: blocks the human relaxin receptor RXFP1; AID 1259400; HEK293-RXFP1, relaxin-stimulated cAMP HTRF, 30 min; active compounds read low; activity change, negative = inhibition, % at 57.5 µM; 0.59% of 350,000 active; Q9HBX9;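 active = activity change of -60% or lower, but not beyond a set lower limit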; also: % is scaled to controls: 0 for no effect and ±100 for the full control effect
Target sequence (Q9HBX9 whole entry, looked up): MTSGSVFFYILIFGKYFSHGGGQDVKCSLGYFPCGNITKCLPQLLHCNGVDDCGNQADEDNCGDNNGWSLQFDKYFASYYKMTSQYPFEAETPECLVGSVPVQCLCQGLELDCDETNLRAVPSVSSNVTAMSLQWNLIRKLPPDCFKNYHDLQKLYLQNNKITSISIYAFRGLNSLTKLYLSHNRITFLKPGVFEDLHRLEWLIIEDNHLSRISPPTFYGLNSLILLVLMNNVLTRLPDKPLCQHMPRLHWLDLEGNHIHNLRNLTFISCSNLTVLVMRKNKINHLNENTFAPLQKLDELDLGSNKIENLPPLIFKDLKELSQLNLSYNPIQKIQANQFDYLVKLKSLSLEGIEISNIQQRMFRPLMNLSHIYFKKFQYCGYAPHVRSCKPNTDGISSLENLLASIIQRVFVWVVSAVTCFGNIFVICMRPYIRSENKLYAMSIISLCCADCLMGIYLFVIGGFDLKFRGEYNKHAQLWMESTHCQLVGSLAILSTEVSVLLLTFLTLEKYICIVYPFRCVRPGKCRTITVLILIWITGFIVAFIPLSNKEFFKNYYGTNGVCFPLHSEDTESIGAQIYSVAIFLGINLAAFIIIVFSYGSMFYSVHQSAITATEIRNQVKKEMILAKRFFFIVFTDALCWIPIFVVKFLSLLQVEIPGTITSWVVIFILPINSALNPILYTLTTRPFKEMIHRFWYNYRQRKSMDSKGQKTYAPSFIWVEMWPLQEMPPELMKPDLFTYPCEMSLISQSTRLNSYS
Active calls of the source: *; . = not tested or not shown. Rule as the data show it, unless noted: active = activation above about 30%; inactive = the rest. No enrichment for hits; 7.3% or so of the library scored in one or more.

SMILES	D1 antag	D1 ag	TRHR ag	TRHR PAM	D2 potentiator	D1 PAM	D2 agonist	D2 antag	RXFP1 antagonist
CSc1cccc(NC(=O)c2ccccn2)c1	-11	1	-0.7	-7	-23	-5	-0.8	-2	.
COc1ccccc1-c1cc(C(=O)NCCCN2CCOCC2)no1	-4	2	-1.3	3	5	-6	-0.4	-10	-9
Cc1cc(C(=O)CSc2nn(-c3ccccc3)c(=S)s2)c(C)n1Cc1ccco1	-8	4	0.4	-5	19	-6	0.4	12	3
Cc1cc(=O)n2[nH]c(N)c(N=Nc3ccccc3F)c2n1	-10	1	-0.2	1	12	-6	0.1	11	-10
CC1(C)N=C(c2ccccc2)C(=O)N1	-7	2	1.3	8	2	0	0.6	-5	-10
CCOC(=O)C(=NC1CCS(=O)(=O)C1)NNc1cc(Cl)ccc1Cl (stereo not drawn)	-7	5	-0.6	2	-4	-1	-1.3	-2	-13
CCc1cc2c(=O)c(-c3nc4ccccc4n3C)c(C)oc2c(CN(CC)CC)c1O	3	2	0.4	8	6	4	0.5	-3	-11
O=C1CCC/C(=N\NC(=O)c2ccc(NS(=O)(=O)c3ccc(Br)cc3)cc2)C1	-1	2	0.4	-1	0	-1	-0.8	-8	-2
CCc1cc2c(CN3CCN(C)CC3)cc(=O)oc2cc1O	3	2	1.2	0	-20	-6	1.1	-3	1
CC(=NC1CC1)C1=C(O)c2ccccc2C1=O	1	2	-0.4	2	4	1	2.2	7	-11
COc1ccc(C(=O)NCc2cnn(C)c2)cc1OC1CCN(C(C)C)CC1	-2	1	1.7	-6	-2	-6	1.1	0	-4
CC(C)CNC(=S)NC(=O)c1ccc(Cl)cc1Cl	-5	2	0.8	4	2	-2	0.8	-7	-20

Reformatted: 3 of the compounds above.
SMILES | D1 antag | D1 ag | TRHR ag | TRHR PAM | D2 potentiator | D1 PAM | D2 agonist | D2 antag | RXFP1 antagonist
CCc1cc2c(CN3CCN(C)CC3)cc(=O)oc2cc1O | 3 | 2 | 1.2 | 0 | -20 | -6 | 1.1 | -3 | 1
CC(=NC1CC1)C1=C(O)c2ccccc2C1=O | 1 | 2 | -0.4 | 2 | 4 | 1 | 2.2 | 7 | -11
COc1ccc(C(=O)NCc2cnn(C)c2)cc1OC1CCN(C(C)C)CC1 | -2 | 1 | 1.7 | -6 | -2 | -6 | 1.1 | 0 | -4

The list continues:
SMILES	D1 antag	D1 ag	TRHR ag	TRHR PAM	D2 potentiator	D1 PAM	D2 agonist	D2 antag	RXFP1 antagonist
Cc1cccc(CSc2nc3ccncc3n2CC(=O)Nc2ccc(C)c(C)c2)c1	12	-2	0.8	-4	-7	-6	0.7	19	.
O=C(NCCO)c1ccc(-c2nnc(Nc3ccc(O)cc3)c3ccccc23)cc1	22	-1	1.2	5	7	-4	-0.7	6	-1
Cc1ccc(N2CCN(C(=O)Cc3c(C(=O)O)c(C)cn3C)CC2)c(C)c1	-7	0	-0.1	0	8	0	0.0	.	-17
CN1CCN(C(=O)CCc2ccc(S(=O)(=O)NC3CCCCC3)cc2)CC1	10	1	-0.4	3	.	5	0.0	-10	3
Cc1cc(N)n(-c2ncnc3scc(-c4ccc(Cl)cc4)c23)n1	-9	-1	0.6	-2	2	11	.	.	-15
O=C(O)c1ccccc1-c1ccc(/C=C2\SC(=O)N(c3ccccc3)C2=O)o1	-7	4	2.0	10	4	3	1.8	10	-6
CC1CCC(NC(=O)Cn2c(=O)oc3ccccc32)CC1 (stereo not drawn)	24	3	1.4	-3	-5	-1	0.7	-8	2
CC(C)[C@H](NC(=O)c1ccco1)C(=O)NCc1ccccc1	14	8	0.6	-4	-3	.	-1.9	-16	-1
NC(=O)c1nsc(C(=O)N(Cc2ccc(F)cc2)C(C(=O)NCC2CCCO2)c2ccc(O)cc2)c1N (stereo not drawn)	14	3	0.0	-1	5	0	1.6	6	0
CCn1c(NC(=O)c2cccc(Cn3cc(Cl)cn3)c2)nc2ccccc21	8	4	-1.2	1	5	-2	-0.8	8	.
COC(=O)CC(NC(=O)C1CC1)c1ccc2c(c1)OCO2 (stereo not drawn)	1	3	0.1	0	4	1	-3.9	-3	12
Cc1oc(C(=O)O)cc1COc1cccc2cccnc12	-4	3	0.2	-3	6	12	-0.3	6	16
CCc1c(C2(O)CCCCC2)[nH]c2cnccc12	.	6	0.8	5	-10	0	1.9	4	.
CC(C(=O)NC1CCCCC1)N1CCN(C)CC1 (stereo not drawn)	-4	1	-0.6	5	-11	2	-0.5	-13	7
COc1cccc(NC2=Nc3cccc4cccc2c34)c1	-2	10	5.4	3	-8	-8	1.1	3	-12
Cc1ccc(N(CC(=O)N/N=C/c2cc(C)n(-c3ccccc3)c2C)S(C)(=O)=O)c(C)c1	-7	1	-0.5	-8	4	5	-0.4	4	-6
Cc1sc(NC(=O)CSc2nc(N)n(CC(=O)c3ccccc3)n2)c(C#N)c1C	-20	0	0.3	-6	-24	-1	33*	-22	3
Cc1nn(C(C)C)c(C)c1CN1CCCC(C(=O)c2cccc(OC(C)C)c2)C1 (stereo not drawn)	-15	12	0.3	-1	-12	-1	0.2	4	-1
CC(C)c1ccc(/C=N/NC(=O)c2ccccc2Cl)cc1	-5	4	-1.1	-9	-9	-4	-1.4	6	5
O=C(CCc1nc2ccccc2c(=O)[nH]1)Nc1nnc(SCc2ccc(F)cc2)s1	1	1	0.0	-4	-6	-8	13	10	-6
O=C(NCCCCCNC(=O)c1ccco1)c1ccco1	-10	2	0.7	13	6	-6	1.0	-9	-13
Cc1c(C(=O)OCC(=O)N(C)CC(=O)Nc2ccc(F)cc2)oc2ccccc12	-8	3	-0.8	-2	0	-2	0.6	-13	10
CCC(C)Sc1nc2ccccc2n1CC(=O)O (stereo not drawn)	-1	5	2.1	10	5	-1	0.4	-1	4
COc1ccc(N(Cc2ccco2)C(=O)c2ccccc2F)cc1OC	8	0	0.0	1	6	-4	0.5	12	5
COc1ccc([C@@H]2[C@@H]3C(=O)N(C(C)(C)C)C(=O)[C@@H]3[C@]3(Cc4ccc(Cl)cc4)C(=O)N(c4cccc(C)c4)C(=O)N23)cc1	-1	1	0.7	-5	4	3	0.6	10	.
CC(C(=O)N1CCN(c2ccccc2)CC1)c1ccc([N+](=O)[O-])cc1 (stereo not drawn)	16	2	-0.6	0	-1	-8	0.4	-14	5
Cc1ccc(S(=O)(=O)NCCNC(=O)c2ccccc2)cc1	5	0	-0.1	-1	-6	-3	-0.7	7	-25
COc1cccc(-c2nc(C(=O)NCC3CCCO3)cc3c2[nH]c2ccccc23)c1 (stereo not drawn)	7	2	-0.2	6	9	-2	-1.1	-1	.
C/C=C/c1ccc(OCC(O)CNCC(c2ccc(OC)cc2)N(C)C)c(OC)c1 (stereo not drawn)	13	1	-0.3	-6	-9	-7	0.2	2	-15
Cc1ccnc(Nc2nc(-c3ccccc3)cs2)c1	26	1	0.6	0	10	2	-0.2	-7	-21
COc1cccc(/C=N/NC(=O)CN2C(=O)NC3NC(=O)NC32)c1 (stereo not drawn)	0	3	1.9	5	-1	-2	0.9	-12	.
O=C(O)c1ccc(C(=O)Nc2cccc(NC(=O)C3CCCO3)c2)cc1 (stereo not drawn)	8	1	0.6	5	4	-1	2.1	-18	-4
COc1ccc(Nc2oc(/C=C/c3cccc(OC)c3)nc2C#N)cc1	2	3	-1.2	10	12	-2	-0.5	.	.
CC(C)[C@H](NC(=O)OC(C)(C)C)C(=O)NCC1CCC(C(=O)N[C@@H](Cc2ccccc2)C(=O)O)CC1 (stereo partly drawn)	-3	4	0.8	-2	3	-1	-0.8	19	4
Cn1ncc([N+](=O)[O-])c1C(=O)Nc1nccs1	-1	3	0.1	-6	-1	3	-0.2	3	-8
O=C(/C=C/c1ccco1)NC(=S)Nc1cccc(C(=O)O)c1	7	3	0.2	3	11	4	1.3	-1	-9
Cc1ncc(N=Nc2ccc(F)cc2)c(-c2ccc(Cl)cc2)n1	-3	1	0.2	1	-3	-5	0.4	-19	-3
CC12C=CC(=O)C=C1CCC1C3CCC(O)(C(=O)CO)C3(C)CC3OC312 (stereo not drawn)	-23	2	2.7	-2	13	-2	1.2	2	-14
COc1ccc(OC)c(S(=O)(=O)CC(O)COc2ccccc2Cl)c1 (stereo not drawn)	1	7	-0.7	0	0	3	0.1	-12	0
COc1ccc(CN(C(=O)/C=C/C(=O)c2ccc(OC)cc2O)C(C(=O)NC2CCCCC2)c2ccncc2)cc1 (stereo not drawn)	-6	3	0.2	-4	-27	1	35*	1	.
CCn1cc(/C=N/NS(=O)(=O)c2ccc(OC)cc2)c(C)n1	-8	1	-0.1	11	9	2	0.0	-4	0
OCCC1CN(Cc2cccn2-c2ncccn2)CCN1Cc1ccccc1 (stereo not drawn)	9	1	0.4	-5	6	-3	-1.8	31*	-2
O=C(Nc1nnc(C23CC4CC(CC(C4)C2)C3)s1)c1ccco1	6	10	2.1	-3	7	5	0.0	10	-3
Cc1ccc(-c2cc(C(F)(F)F)c(C#N)c(SCC(=O)Nc3ccccc3)n2)cc1	-36*	77*	19	8	0	-5	7.9	.	-4
CC1=C(C(=O)OC2CCCCC2)C(c2ccc(C)o2)C2=C(CCCC2=O)N1 (stereo not drawn)	-5	1	-0.5	7	15	-9	0.5	1	-25
Cc1nn(-c2ccc(Cl)cc2Cl)c(=O)c2ccccc12	4	2	0.3	-3	-6	-3	0.5	9	-2
CS(=O)(=O)N1CCN(c2nc(-c3ccc(F)cc3)cs2)CC1	-1	5	-1.5	2	-6	-11	0.7	-17	5
COC(=O)c1ccsc1NC(=O)c1ccc2c(c1)OCCO2	12	1	-0.6	-4	10	-3	-2.0	15	.
CC(=O)N(c1ccccc1C)C1CCCC1	4	0	-0.2	-1	-3	-4	-0.6	-2	-15
COc1ccc(NC(=O)CCOc2ccccc2)cc1	-4	2	0.1	-3	0	-4	-0.3	9	-4
CCCCCn1c(CN(C)Cc2ccccc2)nc2c1c(=O)n(C)c(=O)n2C	5	11	-0.2	29	1	4	-2.2	12	1
CCOc1cc(N2CCOCC2)c(OCC)cc1NC(=O)c1cc(-c2ccco2)nc2ccccc12	-12	0	-0.9	-8	-2	-3	-0.1	-1	7
CN(C)c1ccc(C(=O)OCC(=O)NC2CCCCCC2)cc1	0	3	1.2	-2	.	-8	.	.	-24
C=CCNC(=O)CSc1nnc(-c2ccncc2)n1CCc1ccccc1	2	0	-0.6	4	9	-2	-0.6	-13	3

Whole records from above. Order of screens: D1 antag, D1 ag, TRHR ag, TRHR PAM, D2 potentiator, D1 PAM, D2 agonist, D2 antag, RXFP1 antagonist
`C=CCNC(=O)CSc1nnc(-c2ccncc2)n1CCc1ccccc1` is listed as 2, 0, -0.6, 4, 9, -2, -0.6, -13, 3
`CCCCCn1c(CN(C)Cc2ccccc2)nc2c1c(=O)n(C)c(=O)n2C` is listed as 5, 11, -0.2, 29, 1, 4, -2.2, 12, 1
`CN(C)c1ccc(C(=O)OCC(=O)NC2CCCCCC2)cc1` is listed as 0, 3, 1.2, -2, ., -8, ., ., -24
`CCOc1cc(N2CCOCC2)c(OCC)cc1NC(=O)c1cc(-c2ccco2)nc2ccccc12` is listed as -12, 0, -0.9, -8, -2, -3, -0.1, -1, 7
`COc1ccc(NC(=O)CCOc2ccccc2)cc1` is listed as -4, 2, 0.1, -3, 0, -4, -0.3, 9, -4
